Screening results deposited in PubChem by several laboratories.
Platelet DG rel = platelet dense granule release activity; human platelet-rich plasma, SFLLRN dense granule ATP release, luminescence; inhibition, %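 (compounds screened at 7.5 µM in platelet-rich plasma)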; 300,000 tested, 0.22% active; AID 1663;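 active = mean replicate score, as percent of positive control, at or above 50; inconclusive = mean below 50 but at least one replicate at or above 50; inactive = mean and every replicate below 50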
HSF1 activator = increases HSF-1 driven luciferase reporter signal | NIH3T3-HGL HSF-1 luciferase reporter, MG132, 8 h; 100% = twice DMSO control signal | activation, % at 9 µM | 300,000 tested, 1.7% active;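 active = mean replicate activation of at least 50% with a set share of replicates each reaching 50%; inconclusive = only one of those two conditions met; inactive = mean below 50% and too few replicates reaching it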;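 also: 0% = median of the neutral control wells and 100% = twice that signal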
HDAC3 inh = blocks human histone deacetylase 3. O15379. recombinant HDAC3, fluorogenic peptide/trypsin coupled, fluorescence. inhibition, % at 8.3 µM. 320,000 tested, 0.15% active; in the data active = inhibition above about 26%, passing the limit was not always enough; inconclusive = no clear call, values can overlap the other calls
Target sequence (O15379 whole entry, looked up): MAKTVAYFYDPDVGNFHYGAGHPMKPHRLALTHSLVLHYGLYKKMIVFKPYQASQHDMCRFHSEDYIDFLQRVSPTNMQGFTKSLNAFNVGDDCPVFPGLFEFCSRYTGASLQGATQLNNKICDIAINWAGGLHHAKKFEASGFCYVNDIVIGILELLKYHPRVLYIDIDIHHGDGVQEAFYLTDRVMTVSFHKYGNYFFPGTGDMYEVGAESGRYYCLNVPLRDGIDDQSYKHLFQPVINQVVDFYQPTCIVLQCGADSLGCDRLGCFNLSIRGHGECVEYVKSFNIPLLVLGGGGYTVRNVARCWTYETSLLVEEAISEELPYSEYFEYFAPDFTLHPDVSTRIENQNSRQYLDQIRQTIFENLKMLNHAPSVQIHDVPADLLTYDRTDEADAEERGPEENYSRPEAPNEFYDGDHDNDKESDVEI
GSK3beta inhib = inhibitors of human GSK3beta kinase; P49841; GST-GSK3beta kinase, ADP-Glo luminescence, 60 min; active compounds read low; activity score (negative = inhibition), % at 10 µM; 300,000 tested, 0.038% active;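 active = more than half of replicate wells score below -50%, meaning over 50% inhibition versus plate controls; inconclusive = some replicates but at most half score below -50%; inactive = no replicate scores below -50%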;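 also: 0% = median DMSO wells and -100% = median GW8510 positive control wells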
Target sequence (P49841 whole entry, looked up): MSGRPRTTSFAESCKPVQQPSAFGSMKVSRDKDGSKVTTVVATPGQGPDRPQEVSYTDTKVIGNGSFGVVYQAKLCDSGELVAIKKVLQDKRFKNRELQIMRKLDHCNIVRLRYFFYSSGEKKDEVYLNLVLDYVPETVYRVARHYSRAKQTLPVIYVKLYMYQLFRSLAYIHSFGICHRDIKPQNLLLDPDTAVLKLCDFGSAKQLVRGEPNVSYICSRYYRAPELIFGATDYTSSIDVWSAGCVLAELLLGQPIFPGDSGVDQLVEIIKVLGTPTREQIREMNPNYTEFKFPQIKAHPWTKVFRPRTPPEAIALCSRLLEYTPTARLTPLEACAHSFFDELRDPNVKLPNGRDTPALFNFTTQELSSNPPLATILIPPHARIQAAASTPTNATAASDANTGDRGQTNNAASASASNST
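Test system: GST-tagged human GSK3beta kinase, cell-free; evaluation: activity score scaled between in-plate DMSO and GW8510 controls; measured by: ADP-Glo luminescence; incubation: 60 min reaction, RT; benchmarks: DMSO and 20 µM GW8510; reagent: peptide substrate plus 25 µM ATP (final); medium: Tris/MgCl2 kinase buffer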
Dyrk1A ADPGlo = inhibitors of rat Dyrk1A kinase; Q63470; ADP-Glo luminescence, NFATc1 peptide; inhibition, % at 12.5 µM; 310,000 tested, 0.43% active; in the data active = inhibition above about 50%;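 also: plate controls were vehicle with enzyme for no effect and no enzyme for full effect; many of its hits are not listed in these tables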
AI-2 QS modul = modulators of Vibrio harveyi AI-2 quorum sensing system; Vibrio harveyi JMH597 AI-2 luminescence/OD600 ratio, 9 h; active compounds read low; strain lacks LuxN and CqsS sensors; 0 = neutral-control median; activity change, % at 7.5 µM; 300,000 tested, 0.4% active; in the data active = activity change below about -75%, passing the limit was not always enough; inconclusive = no clear call, values can overlap the other calls;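 also: luminescence divided by OD600 gain over 9 h not by final OD600 alone; inactives centre near 13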
HSF1 inhib = HSF1 inhibition; activity change, negative = inhibition, % at 7.5 µM (by protocol); AID 2098; NIH3T3-HGL HSE-luciferase, MG132-induced, luminescence 8 h; active compounds read low; 300,000 tested, 0.77% active;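 active = more than half of replicate wells show activity change below -50%, luminescence cut by over half; inconclusive = some wells, but at most half, below -50%; inactive = no replicate well below -50%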;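 also: luciferase reports HSF-1 transcriptional activity via heat shock element; 0% = median of DMSO wells and -100% = zero luminescence signal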
HSP90 inh = inhibitors of HSP90 luciferase refolding in rabbit reticulocyte lysate. luciferase refolding luminescence, 3 h. inhibition, % at 5.6 µM. 290,000 tested, 0.91% active;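 active = inhibition above the screen-wide mean plus 3 SD, computed separately per campaign, cut at about 16% in these data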;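 also: 0% = DMSO wells and 100% = 60 µM geldanamycin wells; inhibitors lower the luminescence because luciferase stays unfolded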
PolyA inhibitor = inhibitors of polyadenylation in S. cerevisiae. S. cerevisiae SKY197-pL101 polyadenylation reporter, beta-gal luminescence; efflux-impaired pdr1/pdr3 knockout yeast; score 100 = 6 SD above DMSO. calls only at 12 µM. 300,000 tested, 0.02% active. AID 1875;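 active = lowest replicate activity score at least 50, where 100 means six control SD above control mean; inconclusive = lowest score under 50 but half or more replicates reach 50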;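 also: yeast exposed to compound for 9 h at 30 °C; higher score means more reporter readthrough which indicates perturbed polyadenylation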
GSK3A inh = inhibitors of human GSK-3 alpha kinase; inhibition, % at 10 µM; ADP-Glo luminescence, 60 min; 320,000 tested, 0.1% active; P49840;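 in the data active = inhibition above about 50%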;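 also: GST-tagged GSK-3 alpha with peptide substrate and 25 µM ATP; 0% = DMSO neutral wells and 100% = GW8510 positive control wells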
Active calls of the source: *; i = inactive; ? = inconclusive; . = not tested or not shown. Not all compounds are listed; the hit share may differ from the screen's.

SMILES	Platelet DG rel	HSF1 activator	HDAC3 inh	GSK3beta inhib	Dyrk1A ADPGlo	AI-2 QS modul	HSF1 inhib	HSP90 inh	PolyA inhibitor	GSK3A inh
c1ccc(Cc2nnc3sc(-c4ccc5c(c4)OCO5)nn23)cc1	-4	20	1	-2	15	1	-8	1	i	1
CCOc1cc(/C=N\Nc2ccc([N+](=O)[O-])cc2)ccc1OCC(=O)Nc1ccc(C)c(C)c1	9	11	0	2	-5	17	-2	0	i	.
CCNC(=O)CN1c2cccc3cccc(c23)S1(=O)=O	-6	-9	?	0	0	37	-10	0	i	-2
CCNC(=O)CN1C(=O)NC(Cc2ccccc2)(Cc2ccccc2)C1=O	2	-19	1	-3	-9	24	-12	3	i	0
COc1cc2nc(CN(C)Cc3ccc(Cl)cc3)[nH]c(=O)c2cc1OC	7	-15	2	1	-3	21	0	2	i	-2
O=C(CCNC(=O)C1CCN(S(=O)(=O)c2ccccc2)CC1)NCc1cccc(Cl)c1	2	13	0	3	-5	-22	4	-3	i	-13
COc1ccccc1CCC(=O)OCC(=O)Nc1ccc(C)c(S(=O)(=O)N2CCCCC2)c1	-8	-6	9	3	-1	32	-3	.	i	0
Cc1nnc(NC(=O)CSc2ncc(-c3ccccc3)[nH]2)s1	-2	3	13	0	-9	34	6	3	i	-3
Cc1cc(C(=O)O)ccc1-n1c(C)ccc1C	0	2	1	0	.	36	-3	3	i	-3
O=C(CN1C(=O)CSc2ccc(S(=O)(=O)N3CCOCC3)cc21)NCCCN1CCc2ccccc2C1	2	12	7	0	2	5	-5	4	i	-1
Cc1oc(-c2cccc(Cl)c2)[n+]([O-])c1C	-3	-13	4	0	-5	30	-1	0	i	0
CCNC(=S)N(Cc1cc2c(C)ccc(C)c2[nH]c1=O)C1CCCC1	-1	3	4	4	.	24	2	-2	i	-1
CC(OC(=O)c1cc(=O)[nH]c2ccccc12)c1ccccc1 (centres undefined)	1	38	3	0	3	26	39	6	i	2
Cc1cc(C)nc(SCc2nc(N)nc(-c3ccccc3O)n2)n1	2	-1	4	-2	0	19	8	4	i	0
CCN(CC)C(=O)Cn1cc(SCC(=O)Nc2cc(C)on2)c2ccccc21	-5	6	1	5	.	2	3	-1	i	1
CCCC(=O)n1nc(NCc2ccc(OC)cc2)nc1NCc1ccc(OC)cc1	-2	10	2	-2	-4	14	0	-2	i	0
CC1CCc2sc(C(=O)NN=C3CCC(c4ccccc4)CC3)cc2C1 (centres undefined)	-3	-12	13	-4	2	24	-5	6	i	.
Cc1cc(C(=O)COc2ccc(-c3nnco3)cc2)c(C)n1Cc1ccccc1	2	-3	2	1	-1	3	-14	9	i	-3
CN(C)C(CNc1ccc(S(C)(=O)=O)cc1[N+](=O)[O-])Cc1ccccc1 (centres undefined)	-12	10	0	-1	0	3	3	0	i	2
Cc1sc(-n2c(C)ccc2C)c(C#N)c1C	-6	.	-1	0	-2	36	.	1	i	2
O=C(Nc1ccccc1-c1ccccc1)NC1CC2CCCC(C1)N2CCc1ccccc1 (centres undefined)	1	6	0	1	1	9	7	2	i	0
COc1ccc(CNc2ncccn2)cc1OC	-7	-12	1	-5	-4	14	3	-2	i	0
COc1ccc(NC(=S)Nc2ccc(F)cc2)c(OC)c1	3	-61	2	1	-3	38	-52*	1	i	2
Cc1noc(C)c1S(=O)(=O)N1CCC(C(=O)N2CCN(c3ccc(F)cc3)CC2)CC1	-2	5	-7	2	.	12	-3	-6	i	4
OCCC1CN(Cc2cccn2-c2cccnc2)CCN1C1CCCCC1 (centres undefined)	0	-6	1	0	6	17	-2	-4	i	2
Cn1c(C(=O)O)c(CC(=O)Nc2ccc3c(c2)OCCO3)c2ccccc21	4	-68	12	2	-5	2	-66*	5	i	-5
CCNc1nc(NC(C)CC)nc(ON=C(C)C)n1 (centres undefined)	-4	-6	1	-2	10	17	10	-1	i	-1
O=C(Nc1cccc(C(=O)N2CCOCC2)c1)c1ccccc1Cl	21	-3	1	-2	2	8	-2	-2	i	-2
CCOC(=O)C(Cc1ccccc1)c1ccnc2ncnn12 (centres undefined)	-4	-34	0	2	3	11	-7	-3	i	0
Cc1c(Cl)c(C(F)(F)F)nn1CC(=O)NCc1ccccc1	-5	3	1	-2	-5	17	-1	-1	i	-3
CCN1CCC(NC(=O)Nc2cccc(C(F)(F)F)c2)CC1	12	7	1	1	4	22	-2	-5	i	0
C/C(=N\OC(=O)Nc1ccccc1)c1cnn(-c2cc(C(F)(F)F)cc(C)n2)c1C	-11	19	.	-3	0	41	3	-3	i	1
COc1ccc(C(=O)NNC2=CC(=O)CC(C)(C)C2)cc1	6	-12	7	4	-5	13	-6	3	i	-1
Cn1c(CS(=O)Cc2c(Cl)cccc2Cl)nnc1SCc1c(Cl)cccc1Cl (centres undefined)	-5	7	3	-2	-4	27	3	1	i	.
CCOC(=O)N1CCN(C(=O)CSc2nnc(CNC(=O)c3ccccc3F)o2)CC1	1	-1	0	-2	-2	28	-1	1	i	-2
Cc1ccc(NC(=O)c2csc3c2CCCC3)cc1	0	60*	13	-26	.	-8	23	2	i	-1

Some entries already given, showing only PolyA inhibitor and Dyrk1A ADPGlo.
structure	PolyA inhibitor	Dyrk1A ADPGlo
CCOC(=O)N1CCN(C(=O)CSc2nnc(CNC(=O)c3ccccc3F)o2)CC1	i	-2
Cc1ccc(NC(=O)c2csc3c2CCCC3)cc1	i	.

(listing goes on)
SMILES	Platelet DG rel	HSF1 activator	HDAC3 inh	GSK3beta inhib	Dyrk1A ADPGlo	AI-2 QS modul	HSF1 inhib	HSP90 inh	PolyA inhibitor	GSK3A inh
C=CCNC(=O)CCCOc1cccc(C)c1	2	-5	3	2	-15	20	1	-6	i	3
COCCOC(=O)c1c(C)n(C)c2ccc(OC(=O)N3CCOCC3)cc12	-4	7	-2	2	1	-2	-6	2	i	-2
COc1cc(C(C)=O)ccc1OCC(O)Cn1nc(C)c(C(C)=O)c1C (centres undefined)	8	8	4	0	.	7	3	-1	i	4
CCOC(=O)C(C)Sc1nc(-c2ccccc2)nc2ccccc12 (centres undefined)	-9	18	6	1	-2	5	7	-1	i	.
CCOc1ccccc1Nc1ncnc2ccc(Br)cc12	-1	-13	-3	-2	5	9	-4	-1	i	-1
COc1ccc(C(CNC(=O)c2cccc(S(=O)(=O)Nc3ccccc3Cl)c2)N2CCOCC2)cc1 (centres undefined)	3	8	2	1	11	-6	-2	.	i	-1
O=C(COC(=O)Cc1ccccc1[N+](=O)[O-])NCc1ccc(Cl)cc1	14	16	0	5	2	18	2	-4	i	5
CN(Cc1cccc(F)c1)C(=O)c1ccccc1Sc1ccccc1C#N	-8	7	3	0	1	?	3	-2	i	-1
O=C(C1=C(O)C(=O)N(Cc2ccco2)C1c1cccs1)c1cccs1 (centres undefined)	0	13	4	8	0	8	7	-1	i	-2
CC(Cc1cccs1)NC(=O)CCCn1nnnc1CN1CCOCC1 (centres undefined)	-5	-5	-4	3	1	49	-9	-2	i	0
Cc1nn(CCc2nn[nH]n2)c2nc(-c3ccc(C4CCCCC4)cc3)cc(C(F)(F)F)c12	-16	18	13	1	-2	31	5	-3	i	-3
CC(=O)Nc1ccc(NC(=O)C2CCCN2S(=O)(=O)c2cccc3nsnc23)cc1 (centres undefined)	18	-9	0	0	6	29	2	0	i	2
O=C(CN1C(=O)c2ccccc2S1(=O)=O)NCc1cccs1	-4	-54	-8	2	10	-9	-39	6	i	1
CC(C)CCn1c(=O)c2ccccc2n2c(CN3CCCC3)nnc12	1	6	4	-1	-6	-1	-1	-1	i	1
CC(=O)N1CCc2c(sc(NC(=O)Cc3ccc(C)cc3C)c2C#N)C1	12	1	-8	-1	-1	3	3	0	i	-1
CCCCC1=CC2=CC(=O)C(C)(OC(=O)CC)C(=O)C2=CN1CCCOC(C)C (centres undefined)	-1	-3	5	1	36	11	0	.	i	-1
Cc1nnc(SCC(=O)NC2CCS(=O)(=O)C2)n1-c1ccccc1 (centres undefined)	-7	-4	-3	5	-2	-7	-2	-1	i	-4
CCOc1cc(/C=N\O)cc(Cl)c1OCC	5	-16	-1	-7	3	15	-5	3	i	-2
C=CCC1(O)C(=O)N2C(=C1C(=O)N1CCOCC1)c1ccccc1CC2(C)C (centres undefined)	14	2	-3	3	-5	1	-4	-3	i	0
CSc1ccccc1OCc1cc(C(=O)N(C)C(C)c2nc(C)cs2)no1 (centres undefined)	5	21	-2	-2	0	19	-2	-3	i	-1
Cc1nc2ccccc2nc1SCC(=O)c1ccccc1	-3	12	0	1	0	-4	-5	4	i	-2
Cc1c[n+]([O-])n(-c2ccc(C(=O)O)cc2)n1	4	-3	.	2	6	3	-8	6	i	.
COc1cccc(C(=O)Cn2c(N3CCCCC3)nc3c2c(=O)n(C)c(=O)n3C)c1	-13	3	-9	0	0	18	-8	-2	i	-3
NS(=O)(=O)c1ccc(CCNC(=O)CSc2nc3ccsc3c(=O)n2CC(=O)O)cc1	-3	1	.	-23	-1	49	-8	-2	i	-3
CCOC(=O)c1sc(/N=C/C2=C(O)CC(C)(C)CC2=O)c(C(=O)OCC)c1C	-15	23	7	2	.	6	0	1	i	0
CC(NC(=O)NC(=O)c1ccc(Cl)cc1)c1ccccc1 (centres undefined)	9	-1	7	4	-2	16	11	-3	i	-1
CCOC(=O)C1CCN(Cc2cc(C(C)C)c(O)c(C(C)C)c2)CC1	-7	7	-3	0	0	5	2	-2	i	-2
CC1CC(=O)c2cnc(Nc3cccc(C(F)(F)F)c3)nc2C1 (centres undefined)	.	.	3	.	-14	.	.	0	.	-2
O=C(NC1CCCCC1)C(c1cccnc1)N(C(=O)CCl)c1cccc(Cl)c1 (centres undefined)	-13	11	7	2	5	24	5	6	i	11
CCOCCCNC(=O)c1cc(Nc2ccc(OC)cc2OC)nc2ccccc12	9	-6	-3	1	-2	-3	-4	-3	i	-3
NC(N)=NC1=NC(=O)/C(=C/c2ccccc2-n2cccn2)S1	-6	-3	-3	-1	-5	5	2	0	i	-1
Cc1ccc(C(=O)CN(C(=O)c2ccc(Cl)c(Cl)c2)N2C(=O)C3CCCCC3C2=O)cc1 (centres undefined)	-1	-1	4	1	-6	-13	-1	-3	i	1
CC(C)NC(=O)COC(=O)c1ccccc1Oc1ccccc1	0	2	5	0	1	2	0	2	i	0
Cc1ccc(NC(=O)Cn2nc(C)c([N+](=O)[O-])c2C)cc1C	3	-15	1	0	2	13	-5	5	i	0
Cc1cc(O)cc(=O)n1CCc1ccccc1	3	13	0	0	-1	-3	-8	4	i	-1
N=C1/C(=C\c2ccc(-c3cccc(C(=O)O)c3)o2)C(=O)N=C2SC=C(c3ccccc3)N12	-5	-4	3	0	61*	50	-6	14	i	2
